L major viab = Leishmania major promastigote growth inhibition, primary screen; Leishmania major promastigotes, resazurin fluorescence viability; inhibition, % at 10 µM; actives 9% (n = 200,000); in the data active means inhibition above about 50%;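 further: promastigotes grown with compound for 44 hours at 28 °C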
S1P3 antagonist = S1P3 receptor antagonists, primary screen, cell-based; CHO S1P3 NFAT-BLA reporter, FRET fluorescence, antagonist mode; inhibition, % at 4.98 µM; actives 0.27% (n = 170,000);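 active means inhibition above the plate cutoff, the mean inhibition of test wells on that plate plus 3 SD, cut at about 28% in these data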;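 further: cells challenged with S1P at its EC80 of 0.8 µM; blue over green emission ratio from cleaved BLA substrate after 4 h stimulation; 0% = S1P-stimulated wells and 100% = unstimulated DMSO-only wells; some compounds past the cut are filed as inactive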
PPARg SRC-2 ag = agonists of PPARg-SRC-2 recruitment, primary screen, biochemical, HTS | actives 0.34% (n = 200,000) | Peroxisome proliferator-activated receptor gamma (Homo sapiens), P37231 | activation, % at 8 µM | PPARgamma LBD-SRC-2 recruitment; in the data active means activation above about 22%;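 further: 0% = vehicle and 100% = reference agonist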
ROMK mod = ROMK potassium channel modulators, primary screen, cell-based, thallium flux, MLSMR library; ATP-sensitive inward rectifier potassium channel 1 (Homo sapiens), P48048; Tet-inducible ROMK, thallium flux fluorescence; actives lie on both sides; B-score at 10 µM; actives 2% (n = 130,000); AID 1918, 2009;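 active means signal ratio slope over the read window, or its plate-corrected B-score, at least 3 SD from the plate mean, either direction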;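 further: B-score of the F/F0 ratio slope over 7 to 12 s after thallium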
Redox H2O2 prof = compounds producing H2O2 with reducing agent – biochemical, NIH compound library profiling, artefact control for MLSCN library redox annotation, primary screen; DTT-dependent redox cycling H2O2, phenol red/HRP absorbance; 100% = 100 µM peroxide control, 0% = buffer; activation, % at 10 µM; actives 0.03% (n = 200,000); AID 878, 2007;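 active means activation of at least 50% relative to the plate's high and low controls in the primary single-dose screen; inactive means activation below 50%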;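 further: compound incubated with DTT at 0.8 mM final as the reducing agent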
TR-FRET SRC-2 ct = TR-FRET signal artefacts, primary screen, artefact control for PPARgamma SRC-2 agonist project, biochemical | TR-FRET artefact counter-screen; stronger effect = higher value | TR-FRET ratio at 8 µM | actives 0.4% (n = 200,000) | AID 1049, 2008; in the data active means TR-FRET ratio above about 2000; further: inactives centre near 1500
bIAP inhibitor = bovine intestinal alkaline phosphatase inhibitors, primary screen, selectivity assay for TNAP inhibitor project, biochemical, bovine IAP, CDP-star luminescence; purified bovine IAP, 30 min; inhibition, % at 20 µM; 190,000 tested, under 10 active; AID 1019, 2008;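 active means over 50% inhibition of intestinal alkaline phosphatase at 20 µM in the single-dose screen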
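System: Purified bovine intestinal alkaline phosphatase (IAP) enzyme | Input: IAP diluted 1/65,000,000 in the well | Also added: CDP-star chemiluminescent phosphatase substrate, 30 µM final | Dosing: 20 µM single dose | Times: Enzyme reaction for 30 min at room temperature | Detection: Luminescence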
PPARg SRC-3 ag = PPARgamma agonists recruiting SRC-3 coactivator, primary screen, biochemical. Peroxisome proliferator-activated receptor gamma (Homo sapiens), P37231. biochemical PPARgamma/SRC-3 coactivator recruitment assay. activation, % at 8 µM. actives 0.26% (n = 200,000); in the data active means activation above about 23%;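 further: 0% = DMSO and 100% = reference agonist; some compounds past the cut are filed as inactive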
bIAP act = bovine intestinal alkaline phosphatase activators, primary screen, biochemical, bovine IAP, CDP-star luminescence; purified bovine IAP, 30 min; stronger effect = higher value; fold of DMSO-control signal, blank-subtracted; activation factor at 20 µM; actives 0.17% (n = 200,000); AID 1016, 2008;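 active means activation factor of 2 or more at 20 µM, a signal rise over negative controls twice the positive control's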
PPARg SRC1 recr = PPARgamma agonists recruiting SRC-1 coactivator, primary screen, biochemical; Peroxisome proliferator-activated receptor gamma (Homo sapiens), P37231; PPARgamma-SRC-1 coactivator recruitment biochemical assay; activation, % at 8 µM; actives 0.41% (n = 200,000); in the data active means activation above about 19%;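 further: 0% = DMSO and 100% = reference agonist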
TLR4 MyD88 comp = inhibitors of TLR4-MyD88 association in cells, primary screen, cell-based, HeLa CL3-4, BLA complementation, FRET ratio. Toll-like receptor 4 (Homo sapiens) + Myeloid differentiation primary response protein …. actives 0.18% (n = 200,000). inhibition, % at 8.4 µM. AID 861, 2007. HeLa CL3-4 TLR4/MyD88 BLA complementation; in the data active means inhibition above about 25%;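 further: 0% = vehicle and 100% = reference inhibitor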
Target sequence (O00206 whole entry, looked up): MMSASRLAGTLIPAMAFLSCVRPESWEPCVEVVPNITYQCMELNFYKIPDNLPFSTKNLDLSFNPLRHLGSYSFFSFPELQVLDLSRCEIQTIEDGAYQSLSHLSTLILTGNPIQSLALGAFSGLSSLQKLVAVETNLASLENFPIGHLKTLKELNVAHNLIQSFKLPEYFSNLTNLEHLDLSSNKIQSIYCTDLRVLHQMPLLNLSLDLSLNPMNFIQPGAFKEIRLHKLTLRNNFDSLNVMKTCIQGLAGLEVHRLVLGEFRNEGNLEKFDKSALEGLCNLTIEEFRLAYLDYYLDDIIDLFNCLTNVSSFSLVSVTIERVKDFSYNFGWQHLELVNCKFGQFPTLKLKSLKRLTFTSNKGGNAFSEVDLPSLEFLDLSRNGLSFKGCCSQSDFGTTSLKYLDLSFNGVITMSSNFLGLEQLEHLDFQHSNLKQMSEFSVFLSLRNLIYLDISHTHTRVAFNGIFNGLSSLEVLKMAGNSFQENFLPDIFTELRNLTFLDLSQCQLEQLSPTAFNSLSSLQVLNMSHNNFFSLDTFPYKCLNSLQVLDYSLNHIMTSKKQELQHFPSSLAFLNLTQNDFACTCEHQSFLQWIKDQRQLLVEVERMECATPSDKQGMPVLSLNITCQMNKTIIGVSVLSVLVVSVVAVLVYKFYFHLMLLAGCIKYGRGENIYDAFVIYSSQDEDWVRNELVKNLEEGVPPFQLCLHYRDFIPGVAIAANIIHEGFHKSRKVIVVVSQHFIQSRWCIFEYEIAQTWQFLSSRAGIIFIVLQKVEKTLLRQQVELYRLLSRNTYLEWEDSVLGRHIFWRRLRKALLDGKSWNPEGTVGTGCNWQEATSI
Target sequence (Q99836 whole entry, looked up): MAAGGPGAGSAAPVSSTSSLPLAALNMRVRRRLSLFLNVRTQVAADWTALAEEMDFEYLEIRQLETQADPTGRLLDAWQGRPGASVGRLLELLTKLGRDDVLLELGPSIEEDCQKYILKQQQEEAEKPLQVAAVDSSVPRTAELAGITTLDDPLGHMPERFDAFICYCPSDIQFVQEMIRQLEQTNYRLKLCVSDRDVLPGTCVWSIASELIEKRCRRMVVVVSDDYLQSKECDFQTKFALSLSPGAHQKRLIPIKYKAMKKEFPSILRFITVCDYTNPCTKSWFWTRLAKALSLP
The depositor's hits bear a star; / = not tested or not shown; & = joins results of further samples. This is a random part of the collection; overall some 11% were active at least once.

SMILES | L major viab | S1P3 antagonist | PPARg SRC-2 ag | ROMK mod | Redox H2O2 prof | TR-FRET SRC-2 ct | bIAP inhibitor | PPARg SRC-3 ag | bIAP act | PPARg SRC1 recr | TLR4 MyD88 comp
CCc1nc(-c2ccc(C)nc2OC)no1 | -5 | / | 3 | 0.0093 | -0.4 | 1609 | 8 | -1 | 0.9 | 8 | -8
O=C(COC(=O)c1cc2ccccc2oc1=O)c1cccc([N+](=O)[O-])c1 | -10 | 10 | 8 | / | 0.5 | 1727 | 7 | 5 | 0.9 | 3 | 3
CC(=O)Nc1ccc(SCC(=O)c2cc(C)n(-c3ccccc3)c2C)cc1 | 9 | -9 | -5 | / | 0.4 | 1530 | 7 | 3 | 0.9 | -4 | 10
O=S(=O)(NC(=NCc1ccccc1)c1ccccc1F)c1ccccc1 | 7 | -2 | 0 | 0.14 | -0.4 | 1414 | -5 | 1 | 1.1 | 0 | 13
CCC(C)(C)NC(=O)C(c1ccccc1)N(Cc1cccs1)C(=O)Cn1nnc2ccccc21 (stereo not given) | 68* | / | -7 | -0.89 | 0.6 | 1224 | / | 3 | / | -5 | 16
CCc1c(OC(C)=O)c2ccccc2n(C)c1=O | 40 | -8 | -9 | 0.01 | 0.2 | 1390 | 3 | -1 | 1 | 5 | 13
CC1CCN(CCn2c(=S)[nH]c3cc4c(cc3c2=O)OCO4)CC1 | 8 | -8 | 3 | 0.24 | -0.5 | 1641 | -10 | 5 | 1.1 | 9 | 8
O=C(COC(=O)c1cncc(Br)c1)NCC1CCCO1 (stereo not given) | -4 | -31 | 7 | / | 0.6 | 1653 | 18 | 0 | 0.8 | 7 | 3
Cc1cc(F)ccc1NC(=O)c1cnccn1 | 1 | -25 | -8 | 2.1 | -0.9 | 1762 | 2 | 2 | 1 | 3 | -1
O=C(CCCN1C(=O)/C(=C/c2cccs2)SC1=S)NNC(=O)c1ccncc1 | -1 | -14 | -8 | -0.51 | -1.0 | 1392 | 1 | -5 | 1 | -8 | 2
O=C1CC(C(=O)NCc2ccccc2)N=C(N2CCCCC2)N1 (stereo not given) | -4 | -24 | 5 | / | 5.0 | 1517 | 4 | 6 | 1 | 7 | -8
CS(=O)(=O)N1CCN(Cc2ccc(C(F)(F)F)cc2)CC1 | 45 | / | 6 | -0.0042 | -0.8 | 1673 | 6 | 0 | 0.9 | 0 | 7
CCOc1ccc(C(C)=O)cc1CSc1nnc(-c2cccs2)n1CC1CCCO1 (stereo not given) | 8 | 11 | -5 | -1.8 | 0.6 | 1490 | 4 | 5 | 1 | 3 | 14
C=CCSc1nc(C)c(CC(=O)OCCCC)c(=O)[nH]1 | -7 | -5 | 9 | / | -0.6 | 1551 | 2 | 2 | 1 | 4 | -2
O=C(Cc1cccs1)NCc1ccc(F)cc1 | 0 | 3 | 9 | -0.7 | 0.5 | 1504 | 14 | 6 | 0.9 | 3 | -3
NC1=NC(c2cn[nH]c2-c2ccc(F)cc2)n2c(nc3ccccc32)N1 (stereo not given) | -8 | -10 | 9 | 0.15 | -0.2 | 1641 | -40 | 9 | 1.4 | 15 | -10
CCCCn1c(-c2ccco2)n[nH]c1=S | 38 | -10 | 9 | / | -0.5 | 1676 | 6 | 7 | 0.9 | 6 | 9
CC(=O)Oc1ccc(N2C(=O)C3C4C=CC(CC4)C3C2=O)cc1[N+](=O)[O-] (stereo not given) | 2 | 6 | -7 | 0.04 | 0.1 | 1630 | -23 | -2 | 1.2 | -1 | -11
COc1cc(/C=C2/C(=O)ON=C2C)ccc1OCc1cccc(F)c1 | 54* | -7 | 1 | -0.26 | -1.2 | 1527 | 4 | 5 | 1 | 1 | -23
COc1cccc(C(=O)NCCC2=CCCCC2)c1 | 4 | / | 0 | / | 0.1 | 1394 | 19 | -4 | 0.8 | -3 | 19
O=C(O)c1cccc(Cn2c(Cl)c(/C=N/NC(=O)c3ccccc3Cl)sc2=O)c1 | -8 | / | 13 | / | -6.3 | 1576 | 6 | 8 | 0.9 | 6 | -3
C=CCN(CC=C)C(=O)c1cc2ccccc2c(=O)o1 | -4 | -17 | 8 | 0.51 | -0.4 | 1533 | -24 | -1 | 1.2 | 4 | -10
CCN(CC)C(=O)CC(c1ccc(F)cc1)c1ccco1 (stereo not given) | -5 | 6 | -3 | / | -0.1 | 1392 | 7 | 6 | 0.9 | -5 | 5
NC(=O)NC(=O)CSc1nc2sc(-c3ccccc3)cc2c(=O)n1-c1ccccc1 | -1 | 2 | 4 | -0.54 | -1.8 | 1692 | 7 | 7 | 0.9 | 3 | 2
COc1ccc(OCC(=O)Nc2nonc2NC(=O)COc2ccc(OC)cc2)cc1 | 0 | -26 | 5 | -0.64 | -0.3 | 1608 | 3 | 5 | 1 | 6 | 3

Shown with values under each structure: entries from further up
The line under a structure holds: L major viab	S1P3 antagonist	PPARg SRC-2 ag	ROMK mod	Redox H2O2 prof	TR-FRET SRC-2 ct	bIAP inhibitor	PPARg SRC-3 ag	bIAP act	PPARg SRC1 recr	TLR4 MyD88 comp
> CCN(CC)C(=O)CC(c1ccc(F)cc1)c1ccco1 (stereo not given)
    -5	6	-3	/	-0.1	1392	7	6	0.9	-5	5
> NC(=O)NC(=O)CSc1nc2sc(-c3ccccc3)cc2c(=O)n1-c1ccccc1
    -1	2	4	-0.54	-1.8	1692	7	7	0.9	3	2
> COc1ccc(OCC(=O)Nc2nonc2NC(=O)COc2ccc(OC)cc2)cc1
    0	-26	5	-0.64	-0.3	1608	3	5	1	6	3

The listing continues:
SMILES | L major viab | S1P3 antagonist | PPARg SRC-2 ag | ROMK mod | Redox H2O2 prof | TR-FRET SRC-2 ct | bIAP inhibitor | PPARg SRC-3 ag | bIAP act | PPARg SRC1 recr | TLR4 MyD88 comp
COc1ccc(N2CCN(CCNC(=O)c3ccc(NC(=O)C4CCCO4)cc3)CC2)cc1 (stereo not given) | -10 | / | 4 | / | -2.4 | 1477 | -7 | -1 | 1.1 | 1 | 7
Cc1ccc(-c2noc(CN3CCCCC3)n2)cc1 | -3 | / | 3 | -0.023 | 0.0 | 1498 | -6 | 5 | 1.1 | 0 | -16
O=Cc1c(NCc2ccco2)nc2ccccn2c1=O | -10 | -5 | 3 | -0.092 | -0.8 | 1678 | 4 | 2 | 1 | -9 | 14
Cc1cccc(C)c1NC(=O)C(=O)NCCOc1ccc(Cl)cc1 | 1 | / | 4 | / | 2.0 | 1550 | 5 | -10 | 0.9 | -12 | 16
COc1cc(C(=O)OCC(=O)N(C)C)cc(NC(=O)c2ccco2)c1OC | -1 | / | 4 | / | 2.4 | 1647 | 0 | -4 | 1 | -3 | 5
CC(C)CNC(=O)/C=C/C(=O)O | 1 | -11&-8 | -7 | -0.67&-0.015 | 0.0 | 1434 | 14 | -5 | 0.9 | -8 | -14
CCc1cccc(CC)c1NC(=O)CO/N=C(\N)CC(=O)NC1CCCCC1 | -6 | -6 | 2 | -0.0079 | -1.2 | 1756 | -9 | 4 | 1.1 | 5 | 4
CN(C)CCCOC(=O)C1c2ccccc2Oc2ccccc21 | -5 | / | 0 | -0.37 | -3.1 | 1619 | 1 | -2 | 1 | 2 | -5
CSc1ncc(Cl)c(C(=O)Nc2ccc(NC(C)=O)cc2)n1 | -2 | -9 | -1 | -0.0013 | -0.3 | 1462 | 3 | 3 | 1 | 5 | 5
CCOC(=O)c1[nH]c(C)c(C(=O)Nc2ccccc2C)c1C | 0 | 10 | -4 | / | -0.1 | 1359 | 8 | -1 | 0.9 | 2 | -2
COc1ccc(Cc2noc(CN3CCC(c4ccncc4)CC3)n2)cc1OC | 12 | 13 | 0 | 0.16 | -0.9 | 1477 | -9 | -6 | 1.1 | 1 | -3
O=C(Nc1ccc(O)cc1C(=O)O)c1cccs1 | 8 | 7 | -7 | 1.3 | -0.7 | 1410 | -13 | -4 | 1.1 | 1 | -2
CCc1c(C(=O)NCc2ccc3c(c2)OCO3)[nH]c(C)c1C(C)=O | 3 | 20 | -4 | 0.84 | -0.1 | 1528 | -1 | 5 | 1 | 4 | -5
Cc1ccc(N2CCN(C(=O)c3ccccc3F)CC2)c(C)c1 | -6 | 6 | 10 | / | -0.1 | 1595 | -2 | 6 | 1 | 4 | 1
CCOC(=O)Cc1csc(NC(=O)CC)n1 | 1 | -7 | 7 | / | -3.3 | 1565 | 11 | 7 | 0.9 | 2 | -4
COC(=O)c1ccc(C2C(C(C)=O)=C(O)C(=O)N2CCO)cc1 (stereo not given) | 1 | -21 | 6 | 0.26 | -1.0 | 1581 | 8 | 10 | 0.9 | 7 | -5
O=C(CCN1CCN(S(=O)(=O)c2ccc(Cl)cc2)CC1)Nc1ccccc1F | -4 | 10 | 6 | -0.24 | 0.9 | 1504 | 3 | -2 | 1 | -4 | -7
COc1cc(C(c2sc3nc(C)nn3c2O)N2CCC3(CC2)OCCO3)cc(OC)c1OC (stereo not given) | -5 | -3 | 1 | / | 0.1 | 1488 | -5 | -2 | 1.1 | 0 | 6
COc1ccc(C2CC(c3c(-c4ccccc4)c4cc(Cl)ccc4[nH]c3=O)=NN2C(=O)CCC(=O)O)cc1 (stereo not given) | -7 | 0 | -2 | 1 | 0.0 | 1525 | -8 | 4 | 1.1 | -2 | 10
O=S1(=O)CCC(=Nc2ccc(Cl)cc2)c2ccsc21 | 1 | -4 | -2 | -1 | -0.1 | 1597 | -1 | -7 | 1 | -2 | 17
CCCc1nnc(NC(=O)CCC(=O)N2CCN(CCn3c(C)ccc3C)CC2)s1 | -4 | -49 | 5 | -0.0035 | -0.7 | 1601 | -8 | 17 | 1.1 | 6 | -4
Cc1ccc(/C=C(/C#N)C(=O)NC(C)c2ccccc2)o1 (stereo not given) | 15 | 16 | 0 | -0.051 | -0.9 | 1701 | -15 | 2 | 1.1 | 10 | -17
O=C(Nc1ccncc1)C1CC1c1ccccc1 (stereo not given) | 5 | / | 4 | / | -2.5 | 1693 | 9 | 12 | 0.9 | 8 | -7
COc1ccc(C2=Nc3nc(-c4ccccc4)cn3C(c3ccc(OC)cc3)C2)cc1 (stereo not given) | 2 | 1 | 2 | -0.55 | -0.2 | 1537 | 2 | 2 | 1 | 3 | 13
CCc1nnc(NC(=O)CSc2nc3cc(OC)c(OC)cc3cc2C)s1 | 13 | -12 | 1 | / | 0.1 | 1504 | -2 | 0 | 1 | 6 | -5
Clc1ccc(Cc2nc(-c3cccnc3)no2)cc1 | -4 | / | 5 | / | -0.9 | 1609 | 10 | 2 | 0.9 | 4 | 4
CCC(C)(C)c1ccc(OCCCC[n+]2ccccc2)c(C(C)(C)CC)c1 | 100* | 1 | 0 | -3.7* | -0.4 | 1522 | 6 | 1 | 0.9 | -6 | 0
c1ccc(CSc2ccc(-c3ccco3)nn2)cc1 | 2 | 7 | -2 | / | 0.4 | 1542 | 44 | -5 | 0.6 | 1 | 13
